Assay outcomes: PubChem BioAssay, several laboratories
ER stress rescue – rescue of cells from ER stress-induced death, primary screen, 384-well, CSM14.1, thapsigargin, ATP luminescence (AID 1222). 190,000 tested, under 10 active. cellular ATP content (survival), % at 20 µM, or EC50 in µM where a hit was titrated. CSM14.1 thapsigargin-induced death rescue, ATP luminescence; higher % means a stronger effect;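 active = EC50 below 50 µM in the dose-response confirmation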;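 also: death triggered by thapsigargin at about 15 µM added after 2 h compound pretreatment; cell ATP read after overnight thapsigargin exposure of roughly 18 to 22 hours; normalized against plate controls of thapsigargin alone and 5% DMSO vehicle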
Yfh1-off respiration – enhancers of respiration in Yfh1-depleted yeast, dose response, Friedreich's ataxia, plus single-dose screen (AID 1465). S. cerevisiae Yfh1-off respiration, WST-1 reduction, 72 h; higher fold induction means a stronger effect. 220,000 tested, 0.074% active. fold induction at 50 µM, or EC50 in µM where a hit was titrated;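 active = fold induction of absorbance versus untreated yeast above a set limit, then at least 30% activation at any dose in follow-up; inconclusive = repeats straddling the limit, or above it without dose testing; inactive = fold induction below the set limit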;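 also: activators that raise dye reduction in frataxin-depleted yeast; strong numbers were not always called active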
Dynein cargo inh – blocks dynein driven cargo transport along microtubules | AID 1381 | z-score, hits read low | 3617.4 mouse cells, GR-EGFP nuclear translocation imaging; test concentration mostly 20 µM; stimulated with dexamethasone, 1 µM; active compounds read low | 220,000 tested, 0.47% active;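 active = plate z-score of nuclear minus cytoplasmic receptor signal below a set negative limit, without overly bright fluorescence or cell loss, cut at about -3.5 in these data, passing the limit was not always enough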;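 also: z-score of nuclear minus cytoplasmic ring GR-EGFP intensity difference per well; some compounds called inactive have numbers as strong as hits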
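Buffer or medium: tet-free medium with charcoal-stripped serum / Also added: dexamethasone agonist, 1.0 µM final, for 30 min / Timing: induction 48 h, compound 1 h, agonist 30 min / Measured by: high-content fluorescence imaging after fixation / Read-out: nuclear-to-cytoplasmic GR-EGFP distribution per well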
M1AAP inhibition – P. falciparum M1AAP inhibitors, biochemical, fluorogenic H-Leu-NHMec substrate, 1536-well (AID 1445); inhibition, % at 30 µM; hits with a dose series show IC50 in µM; recombinant M1AAP, H-Leu-NHMec fluorogenic kinetic assay; higher % means a stronger effect; 220,000 tested, 0.42% active;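 active = primary inhibition above the hit cutoff, then over 50% inhibition at one or more dose response concentrations, cut at about 23% in these data, passing the limit was not always enough; inconclusive = conflicting primary data, or primary hits not chosen for dose response; inactive = low primary inhibition, or under 50% at every dose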;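 also: plate controls were DMSO full reaction for no effect and no enzyme background for full effect; strong numbers were not always called active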
M17LAP inhibition – P. falciparum M17LAP inhibitors, primary screen, biochemical, fluorogenic H-Leu-NHMec substrate, 1536-well (AID 1619); recombinant M17LAP, H-Leu-NHMec fluorogenic kinetic assay; higher % means a stronger effect; 220,000 tested, 0.38% active; one-dose inhibition, % at 30 µM; IC50 in µM for titrated hits;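 active = compound inhibiting the enzyme by more than half at any dose during confirmatory dose-response retesting; inconclusive = strong single-dose inhibitors picked by rank but not retested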;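 also: plate controls were full reaction with DMSO carrier for no effect and no enzyme background for full effect; strong numbers were not always called active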
Insulin prom up – MIN6 insulin promoter up-regulation | MIN6 insulin promoter-GFP reporter, high-content imaging; active compounds read high | z-score at 5 µM | 190,000 tested, 0.3% active | AID 1625;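 active = z-score above 3 at 5 µM with at least 500 cells counted in the well; inconclusive = wells under 500 cells, flagged as cytotoxic or low count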
Autophagy HCS – alters autophagy in cells; MEF GFP-LC3 puncta imaging; test concentration mostly 10 µM; calls only at 10 µM (by protocol); 190,000 tested, 0.98% active; AID 463193;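 active = percentage of spot-positive cells more than 3 SD above its plate mean, without a fluorescence outlier flag or 80% toxicity; inconclusive = no clear call, values can overlap the other calls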;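 also: spot-positive cell cutoff set from DMSO-treated cells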
MT stabilizer – microtubule stabilization, imaging screen; % tubulin-high responders, % at 10 µM; AID 2205; HeLa tubulin immunostaining HCS, 24 h; share of cells brighter than vehicle mean+2SD; 200,000 tested, 0.83% active;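 active = plate Z-score above 3 for both tubulin-high and condensed-nucleus cell shares, with cell loss under 80%, at 10 µM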;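 also: anti alpha tubulin signal scored within the nucleus-defined area of each cell; some results filed as inactive read as strong as hits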
Lipid droplet – hepatic lipid droplet formation modulation | AML12 mouse hepatocytes, oleate lipid droplets, BODIPY imaging | inhibition, % at 6.5 µM | 240,000 tested, 0.4% active;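 active = lipid droplet intensity inhibited by at least 50%, with more than 500 cells counted; inconclusive = wells with under 300 cells, treated as cytotoxic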
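Material: mouse AML12 hepatocyte cell line, fixed after treatment; Timing: compound with oleate, overnight; Technique: high-content imaging of BODIPY-stained droplets and DAPI nuclei; Probe or stimulus: oleate, 100 µM final; Dosing: compound at 6.5 µM only.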
Dynein cargo inh cytoplasmic EGFP – second read-out of Dynein cargo inh, no call of its own (marks repeat the call); z-score; measured here: cytoplasmic GR-EGFP intensity; active compounds read high
Dynein cargo inh nuclear GR-EGFP – second read-out of Dynein cargo inh, no call of its own (marks repeat the call); z-score; measured here: nuclear GR-EGFP intensity;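 lower value marks the stronger effect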
Dynein cargo inh cell count – further read-out of Dynein cargo inh, marked with its call; z-score; measured here: cell count per field
Insulin prom up cell count – also measured in Insulin prom up; calls as there; cell count; measured here: cytotoxicity, nuclei count;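 total cells summed across four imaged fields per well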
Lipid droplet cells 6.5 µM – also measured in Lipid droplet; calls as there; cell count; measured here: cell count, cytotoxicity flag;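 cells counted across two imaged fields per well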
MT stabilizer Hoechst-high % – also measured in MT stabilizer; calls as there; % Hoechst-high responders; measured here: nuclear condensation Hoechst responders;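 share of cells brighter than vehicle mean plus two SD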
MT stabilizer cytotoxicity % – second read-out of MT stabilizer, no call of its own (marks repeat the call); toxicity, %; measured here: cytotoxicity by cell density;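 0% = mean cell density of plate MIN control wells and 100% = no cells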
Autophagy HCS cell loss 18 h – also measured in Autophagy HCS; calls as there; toxicity, %; measured here: cell loss, nuclei count;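 cell loss after 18 h compound exposure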
* hit, by the source's call; i = inactive; u = inconclusive; x = not tested or not shown.

SMILES	ER stress rescue	Yfh1-off respiration	Dynein cargo inh	Dynein cargo inh cytoplasmic EGFP	Dynein cargo inh nuclear GR-EGFP	Dynein cargo inh cell count	M1AAP inhibition	M17LAP inhibition	Insulin prom up	Insulin prom up cell count	Autophagy HCS	Autophagy HCS cell loss 18 h	MT stabilizer	MT stabilizer Hoechst-high %	MT stabilizer cytotoxicity %	Lipid droplet	Lipid droplet cells 6.5 µM
CCOC(=O)C1CCN(S(=O)(=O)c2cccc(-c3cn4cc(Cl)ccc4n3)c2)CC1	6.3%	i	-0.34	-0.2	-0.026	-0.13	2%	6%	1.3	810	i	35	1.7	1.3	9.4	5	809
COc1ccccc1CNC(=O)COC(=O)Cc1c(F)cccc1Cl	-1.5%	i	2.2	-0.32	0.53	-0.92	-3%	-4%	-0.7	1315	i	0	4.8	1.1	11	7	643
COc1ccc(OC)c2c1nc1n2CCS1	0.4%	i	-0.53	-0.18	0.014	-0.5	2%	-3%	-0.07	1108	i	4	1.6	1.5	0.5	-9	602
Cc1ccc(S(=O)(=O)N(C)C)cc1NC(=O)CCNC(=O)c1ccccc1Cl	-1.9%	i	0.28	-0.19	0.29	-0.32	1%	-1%	0.12	1468	i	2	12	1.1	12	-3	605
Cc1sc2nc(SCC(=O)NCCOCCO)nc(N)c2c1C	3.1%	i	-0.69	-0.29	-0.26	0.59	5%	12%	-0.22	1676	i	-4	4.4	3.0	7.3	10	749
CN1OC2C(=O)N(c3ccccc3)C(=O)C2C1c1ccc(F)cc1 (centres undefined)	-1.9%	i	-0.3	-0.21	-0.24	0.16	8%	15%	0.59	1424	i	0	1.3	2.0	8.7	x	x
COCCSc1ccccc1C(=O)NCCCn1ccnc1	-3.0%	i	-0.76	-0.12	-0.45	0.35	2%	1%	x	x	i	4	2.1	2.0	4.8	-9	728
Cc1cc(C(=O)NC2CCCC2)on1	-2.2%	i	0.13	-0.19	0.41	-0.083	2%	0%	1.3	1162	i	17	1.9	1.4	2.1	-12	717
C/C=C/C(=O)OCC(=O)Nc1cc(OC)c([N+](=O)[O-])cc1C	0.8%	i	-1.4	-0.32	-0.3	0.49	8%	2%	-0.15	1276	i	-3	4.1	2.1	11	6	675
Cc1cccc(OCC(=O)Nc2ccccc2F)c1	0.4%	i	3	1.2	1.8	-2	6%	7%	-0.55	1481	i	-3	1.0	1.8	6.4	6	738
Cn1cc(Br)c(C(=O)NC(=S)N2CCN(c3ccccn3)CC2)n1	-3.2%	i	0.53	-0.18	0.4	-1.4	1%	-1%	0.64	1158	i	2	3.2	3.2	5.6	15	739
COC(=O)c1ccc2c(c1)C(=O)/C(=C/c1ccc(C)cc1)O2	-3.0%	i	-0.75	-0.31	-0.69	0.64	1%	-7%	0.31	1351	i	-3	5.6	9.4	8.3	-1	672
CCn1c(NC(=O)c2ccccc2)nc2ccccc21	x	i	0.19	-0.25	0.23	0.057	-4%	10%	0.07	1081	x	x	x	x	x	11	790
Cn1nnnc1NCc1ccc(Cl)cc1	-2.3%	i	-0.25	-0.3	-0.027	0.8	-1%	-1%	0.41	1107	i	5	5.7	1.5	4.9	2	679
Cc1ccc(N2C(=O)CS(=O)(=O)CC2=O)cc1	-0.2%	i	0.22	-0.21	0.36	-0.51	-6%	2%	0.55	1618	i	-14	2.0	1.9	6.2	6	669
COc1cccc(C(=O)Nc2cc(=O)n(C)c(=O)n2C)c1	x	i	0.26	-0.72	0.55	-0.29	5%	18%	-0.5	586	x	x	x	x	x	-39	657
COc1ccc(CCNC(=O)CSc2nc(-c3ccco3)cc(C(F)(F)F)n2)cc1	2.9%	i	-0.38	-0.16	0.56	0.66	-4%	9%	-0.51	1288	i	14	2.6	1.7	4.7	x	x
COc1ccc(C)cc1S(=O)(=O)Nc1ccc(F)c(Cl)c1	-5.5%	i	0.79	-0.26	0.2	0.91	4%	4%	x	x	i	0	3.5	2.1	7.4	-1	767
COC(=O)CNC(=O)c1cc(OC)cc(OC)c1	-1.2%	i	-0.98	-0.38	-0.73	1.2	-3%	1%	0.14	1461	i	26	2.2	2.0	3.2	0	585
Cn1c(N)c(C(=O)COC(=O)CCc2nc3ccccc3s2)c(=O)n(C)c1=O	-0.6%	i	-0.89	-0.21	-0.14	0.8	0%	2%	0.02	1248	i	9	5.8	2.5	9.1	-10	670
Cc1nn(-c2cc(N3CCCC3)ccc2[N+](=O)[O-])c(=O)c2ccccc12	1.1%	u	-0.25	-0.16	0.086	0.15	9%	23%	-0.12	810	i	25	1.5	1.0	15	6	773
O=C(NC1(C(F)(F)F)N=C(c2ccccc2)NC1=O)c1ccccc1 (centres undefined)	-0.6%	i	-0.038	-0.27	-0.28	0.23	-3%	-13%	x	x	i	20	2.6	2.1	5.3	5	676
Cc1ccc(NC(=O)N2CCN(Cc3ccc4c(c3)OCO4)CC2)cc1	-0.9%	i	0.0012	-0.31	-0.021	0.075	5%	1%	x	x	i	-7	1.5	1.8	6.9	16	808
Cc1cccc(N(C)S(=O)(=O)c2ccc3c(c2)NC(=O)CC(=O)N3)c1	10%	i	-0.9	0.3	-0.23	0.59	-3%	1%	0.77	1260	i	23	2.7	0.9	5.0	6	668
COc1ccc(NC(=S)NCc2ccco2)c(OC)c1	-1.2%	i	-0.026	-0.00093	0.32	0.37	4%	-1%	0.35	922	i	7	1.7	1.5	13	12	813
Cc1ccc(CCN2CC(C(=O)NCc3ccc4c(c3)OCO4)CC2=O)cc1 (centres undefined)	x	i	-0.97	-0.16	-0.4	-0.27	1%	-6%	0.07	1078	x	x	x	x	x	1	676
Cc1cc(O)c(NC(=O)c2cc([N+](=O)[O-])ccc2Cl)cc1C	-2.6%	i	-0.9	0.28	-0.48	0.48	0%	9%	0.31	1372	i	-2	3.1	2.2	3.8	-16	670
Cn1c(/N=C/c2ccc3c(c2)OCO3)nc2ccccc21	-1.8%	i	-0.33	-0.22	0.04	0.65	1%	12%	x	x	i	-1	3.5	2.2	9.0	x	x
Cc1cc(C)cc(OCC(=O)OCc2nnc(-c3ccccc3)o2)c1	-1.9%	i	-0.99	-0.28	-0.56	0.95	2%	-3%	x	x	i	3	1.4	2.5	8.8	16	750
Cc1nc(SCc2ccccc2)nc2c1CCC2	4.4%	i	-0.14	-0.055	-0.13	0.56	1%	-2%	0.68	1442	i	3	2.5	1.8	14	-5	703
O=C(NCCc1ccccc1)C1CCN(C2CCN(Cc3ccco3)CC2)CC1	-0.2%	i	-0.074	-0.23	0.24	-0.41	1%	-1%	0.05	1341	i	21	2.2	2.3	5.1	-2	642
COc1ccc(C2c3c(oc4ccc(Cl)cc4c3=O)C(=O)N2Cc2ccco2)cc1OC (centres undefined)	5.8%	i	-0.4	-0.13	0.2	-0.27	-2%	3%	0.6	1282	i	7	4.5	2.1	5.0	x	x
COc1ccc(/C=N/Nc2nc(-c3ccc(C)cc3)c(NC(C)=O)s2)cc1	x	i	-1.4	-0.25	-0.7	0.83	8%	7%	0.03	1136	x	x	x	x	x	14	699
CCCN1C(=O)/C(=N\OCC(=O)NC23CC4CC(CC(C4)C2)C3)c2ccccc21	-0.3%	i	-0.88	-0.28	-0.2	1.4	7%	11%	-0.5	1476	i	6	3.1	3.0	6.0	-1	699
Cc1cccc(C)c1NC(=O)C(C)N1CCCCC1 (centres undefined)	x	i	-0.0059	-0.2	-0.024	-0.1	0%	5%	0.16	1419	x	x	x	x	x	17	692
CCOC(=O)N1CCN(C(=O)C(=O)Nc2ccc3nc4n(c(=O)c3c2)CCCCC4)CC1	-1.3%	i	-0.77	-0.23	-0.39	0.55	7%	-5%	0.76	859	i	1	4.4	4.3	4.6	x	x
COc1ccc(CC(=O)NNc2ncnc3c2cnn3-c2ccc(C)cc2)cc1	-0.4%	i	0.75	-0.062	0.58	-1.1	3%	-4%	-0.61	1489	i	14	5.3	3.6	1.6	-6	529
CCC1SC2=NC(C)=C(C(=O)OC)C(c3ccc(C)cc3)N2C1=O (centres undefined)	x	i	-0.045	-0.24	-0.1	0.72	15%	0%	0.9	1203	i	33	3.7	3.0	8.4	-9	724
COc1ccc(C(=O)Nc2nnc(Cc3cccs3)s2)cc1OC	-3.5%	i	0.0088	-0.15	-0.19	1	3%	10%	0.03	1566	i	-44	3.6	1.3	3.3	x	x
CCCCN(CCCC)CCNC(=O)CNC(=O)c1cccs1	-1.1%	i	0.018	-0.21	0.19	0.067	0%	-7%	1.8	684	i	-14	2.2	1.1	5.2	-12	764
O=C(c1ccccc1)N1CCC(c2nc(-c3ccc(S(=O)(=O)N4CCOCC4)cc3)no2)CC1	-0.6%	i	-0.5	-0.2	0.58	0.23	5%	-6%	-2.2	1114	i	31	2.0	2.1	6.4	x	x
